PriA SSB inh – inhibitors of Klebsiella pneumoniae PriA binding to SSB C-terminal tail, primary screen, biochemical, AlphaScreen; PriA–SSB C-terminal tail interaction (Klebsiella pneumoniae); AlphaScreen SSBct-PriA binding, biotinylated peptide; inhibition, % at 33 µM; 430,000 tested, 0.6% active; AID 1272365, 2023; in the data active = inhibition mostly above about 37%, no sharp cut-off; inactive = mostly below about 20%;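 note: plate controls were negative control peptide for no effect and reference peptide for full effect; strong numbers were not always called active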
* = called active by the depositor; & = joins results of further samples; ! = not active in a repeat. A portion of the library, so the mix of outcomes need not match the whole.

mol	PriA SSB inh
CCc1ccc(-n2c(C)cc(C=NNC(=O)OC)c2C)cc1	15
CCOC(=O)Cc1csc(NC(=O)c2coc(NC(=O)c3ccsc3)n2)n1	-1
COc1ccccc1-n1ncc2c(C)nnc(SCC(=O)Nc3ccc(Cl)cc3)c21	-2
O=C(NCc1ccccc1Cl)c1cc2n(n1)CCCO2	-16
COc1cccc(S(=O)(=O)N2CCOC(c3ccc(C(F)(F)F)cc3)C2)c1 (stereo not drawn)	-4
O=C(NCCC(O)c1ccco1)c1ccccn1 (stereo not drawn)	-5
Cc1ccc(NC(=O)C[C@@H]2NCCNC2=O)c(C)c1	-11
Cc1oc2ccc(OCc3ccccc3)cc2c1C(=O)Nc1cccnc1	-9
O=[N+]([O-])c1cccc(-c2ccc(C=NNC(=S)NCc3ccco3)o2)c1	-3
O=C(CNc1cccc2ccccc12)NN=Cc1cccc(Oc2ccccc2)c1	18
CSc1cccc(NC(=O)COc2cc(C)nc(N3CCCC3)n2)c1	11
O=C(Cn1cncn1)NN=Cc1ccc(Cl)cc1	-5

mol	PriA SSB inh
CCOC(=O)c1nn(-c2ccc(C)cc2)c(=O)cc1NCc1ccco1	-26
CN(C)c1cccc(C(=O)N2CCc3ncncc3C2)c1	13
Cc1cc(NC(=O)CSc2nc3[nH]ncc3c(=O)[nH]2)no1	-3
O=C(CCc1ccc(C(F)(F)F)cc1)N1CCC2(CC1)OCCS2	-7
Cc1sc2c(c1C)c(=O)n(-c1ccccc1)c(=O)n2CCC#N	-6
C#CCn1c(=NC(=O)c2nc3ccccc3s2)sc2cc(NC(C)=O)ccc21	9
CCOCCn1cnc2cc(C)c(C)cc21	-11
Cc1onc(-c2ccccc2Cl)c1C(=O)NCCc1csc2nc(-c3cccc(F)c3)nn12	-8
Cc1noc(C)c1CC(=O)NCc1cncc(-c2ccsc2)c1	-15
Cc1c(Cl)cccc1S(=O)(=O)N1CCC[C@H](c2nnc(-c3ccsc3)o2)C1	-2
O=C(NN=C/C=C/c1ccco1)c1cc(-c2ccc3ccccc3c2)n[nH]1	10
O=C(COc1ccccc1)NCCOc1ccc(-c2ccco2)nn1	-17

3 records picked at random from those above:
mol	PriA SSB inh
O=C(CNc1cccc2ccccc12)NN=Cc1cccc(Oc2ccccc2)c1	18
CSc1cccc(NC(=O)COc2cc(C)nc(N3CCCC3)n2)c1	11
CCOC(=O)Cc1csc(NC(=O)c2coc(NC(=O)c3ccsc3)n2)n1	-1

The list continues.
mol	PriA SSB inh
CCOc1cccc2sc(NCCCn3ccnc3)nc12	1
O=S(=O)(c1ccc(Cl)s1)N1CCN(c2cc(-n3cncn3)ncn2)CC1	-7
CCN(CC)CCN(C(=O)c1ccc(S(=O)(=O)N(C)Cc2ccccc2)cc1)c1nc2cc3c(cc2s1)OCCO3	11
CSCCn1c(=NC(=O)c2ccnn2C)sc2cc(S(C)(=O)=O)ccc21	1
CCOC(=O)c1ccc(OCC2c3cc(OC)c(OC)cc3CCN2C(=O)c2ccccc2Cl)cc1 (stereo not drawn)	10
CSc1ncc(Cl)c(C(=O)NCc2ccco2)n1	-8
CC(C)(C)c1nnc2n(c1=O)N=C(c1ccc(F)cc1)CS2	16
CC(C(=O)NCC1CCCO1)n1nnc2ccccc2c1=O (stereo not drawn)	-9
CCn1c(SCC(=O)NN=Cc2ccc(C)o2)nnc1-c1ccc(C(C)(C)C)cc1	-18
Cc1nc(C)c(C(=O)OC2CN(c3nc4c(Cl)cccc4s3)C2)s1	-12
Cc1nnc(Nc2cccc(C(F)(F)F)c2)c2ccccc12	2
O=Cc1ccc(I)o1	-3

mol	PriA SSB inh
O=C(Cn1cnc(-c2ccc(F)cc2)cc1=O)NCCc1c[nH]c2ccccc12	-5
O=C(COc1ccccc1)NCCOc1ccc2nnc(-c3cccc(F)c3)n2n1	-1
O=C(Cc1csc(Nc2ccc(OC(F)(F)F)cc2)n1)NC1CCCC1	-2
O=C(c1ccccc1Cl)N1CCN(c2nc(-c3ccsc3)cs2)CC1	-3
Cc1cccc(OC2CCN(C(=O)CSc3ccc(F)cc3)CC2)n1	-14
O=[N+]([O-])c1ccc(NC(c2ccco2)c2ccc3cccnc3c2O)cc1 (stereo not drawn)	0
Clc1cccc(C=NNc2nccs2)c1	-6
CS(=O)(=O)c1ccccc1NC(=O)CCS(=O)(=O)c1ccccc1	6
COc1ccc(CC(=O)NCCN2CCC(c3cccs3)CC2)cc1OC	-29
CCC(C)c1ccccc1OCC(O)CN1CCN(C(c2ccccc2)c2ccccc2)CC1 (stereo not drawn)	-8
COc1ccccc1CNC(=O)C1(c2cccs2)CCCC1	-14
COc1ccc(NC(=O)NCCCn2nc(-c3cccs3)ccc2=O)cc1	-7&-6

mol	PriA SSB inh
O=C(Nc1nc2c(s1)CN(C(=O)c1cc(-c3ccccc3)n[nH]1)CC2)C1CCC1	5
CC(=Nc1cc([N+](=O)[O-])ccc1C)C1=C(O)c2ccccc2C1=O	-9
Cc1ccccc1NC(=O)CCC(=O)NN=Cc1cc([N+](=O)[O-])ccc1O	0
CCOC(=O)C1CCN(S(=O)(=O)CCCOc2cccc3c2OC(C)(C)C3)CC1	1
COc1cccc(-c2c(C(=O)NN=Cc3ccc(C)s3)nnn2-c2nonc2N)c1	-4
CCCc1nnsc1C(=O)NCCn1ccnc1-c1ncccn1	72*
COC(=O)c1sccc1S(=O)(=O)N1CC(c2nc(-c3ccc[nH]c3=O)no2)C1	-27
COc1cccc([C@H](CNC(=O)C(=O)NC2CC2)OC)c1	-1
Cn1cc(Cl)c(C(N)=NOC(=O)c2ccccc2C(F)(F)F)n1	-15
Cc1ccnn1CC(=O)NN=Cc1cn[nH]c1-c1ccccc1	-10
O=C(CSc1ccc(F)cc1)OC1CN(c2nc3ccccc3s2)C1	-26
COc1ccccc1C(=O)N1CCC[C@H](c2nnc(-c3ccc4c(c3)OCO4)o2)C1	-7

mol	PriA SSB inh
O=C(NN=Cc1ccc(Br)s1)c1ccncc1	-1
COc1ccccc1NC(=O)CSc1ncc(S(=O)(=O)c2ccc(Cl)s2)c(N)n1	2
O=C(CN1C(=O)c2ccccc2C1=O)Nc1ccccc1-c1nc2ccccc2s1	4
CCCOc1ccnc2c1c(=O)[nH]c(=O)n2C	-20
Cc1nn(Cc2ccccc2)c(C)c1C=NNC(=O)c1cccnc1	-2
Cc1ccc2nc(Cl)c(C=NNC(=O)[C@H]3C[C@@H]3c3ccccc3)cc2c1	-13
CCOC(=O)c1sc(NC(=O)Cc2ccc(S(C)(=O)=O)cc2)nc1-c1ccccc1	2
COc1ccc(OC)c(S(=O)(=O)NCC#CCOc2ccccc2OC)c1	-9
CO[C@@H](CNC(=O)C(=O)Nc1ccc(C)c(C)c1)c1ccc(C)s1	-21
CN1CCOc2ccc(NS(=O)(=O)c3cccs3)cc2C1=O	-19
CC(=O)c1cccc(NC(=O)c2ccc(=O)n(Cc3ccc(F)cc3)n2)c1	1
COC(=O)c1ccc(-c2ccc(C=NN3C(=O)C4C5C=CC(CC5)C4C3=O)o2)cc1 (stereo not drawn)	1

Continued; it opens with the 6 that closed the last part.
mol	PriA SSB inh
CCOC(=O)c1sc(NC(=O)Cc2ccc(S(C)(=O)=O)cc2)nc1-c1ccccc1	2
COc1ccc(OC)c(S(=O)(=O)NCC#CCOc2ccccc2OC)c1	-9
CO[C@@H](CNC(=O)C(=O)Nc1ccc(C)c(C)c1)c1ccc(C)s1	-21
CN1CCOc2ccc(NS(=O)(=O)c3cccs3)cc2C1=O	-19
CC(=O)c1cccc(NC(=O)c2ccc(=O)n(Cc3ccc(F)cc3)n2)c1	1
COC(=O)c1ccc(-c2ccc(C=NN3C(=O)C4C5C=CC(CC5)C4C3=O)o2)cc1 (stereo not drawn)	1
O=C(CCC1CCCCC1)N1CC[C@H](n2ccnn2)C1	-12
COC(=O)C1=Nc2ccccc2C1=Cc1c(O)n(-c2ccc(OC)cc2)c(=O)[nH]c1=O	-16
O=C(c1cc(-c2cccs2)[nH]n1)N1CCN(Cc2cnc3ccccn23)CC1	-7
Cc1ccc(C)c(-c2cc(-c3nc(-c4ccc5c(c4)OCO5)no3)[nH]n2)c1	-13&-2
CC(=O)c1ccc(C(=O)Nc2ccccc2S(C)(=O)=O)cc1	-1
CCC1(CC(C)C)SC(=N)NC1=O (stereo not drawn)	3
Nc1c(S(=O)(=O)c2ccccc2)c2nc3ccccc3nc2n1N=Cc1cccc(O)c1	-20
O=C(C1CC=CCC1)N1CCC(c2cccs2)CC1 (stereo not drawn)	-2
CC(Oc1ccccc1)C(=O)NCCS(=O)(=O)N1CCN(c2ccccc2F)CC1 (stereo not drawn)	-2
O=C(CCS(=O)(=O)c1ccccc1)N(Cc1cccnc1)c1nc2cc3c(cc2s1)OCCO3	6
O=C(CC1CCCCN1S(=O)(=O)c1cccs1)NCc1ccccc1Cl (stereo not drawn)	28
CCOC(=O)c1ccccc1NC(=O)CSc1nc2c(c(=O)n1-c1cc(C)cc(C)c1)SCC2	-11

Compound | PriA SSB inh
O=C(NCc1ccsc1)c1ccc(C(F)(F)F)cc1 | 0
O=S(=O)(NN=Cc1ccc(OC2CSC2)cc1)c1ccccc1 | -4
Brc1cccc(-c2ccc(SCc3nc(-c4ccc5c(c4)OCO5)no3)nn2)c1 | -3
Nc1nc2ccc(C(=O)O)cc2s1 | 89*!
CC(=O)Nc1ccc(NC(=S)NC(=O)c2ccccc2)cc1 | -1
Cc1cc(C)n(CCN2CCCN(C(=O)c3cn(C)nn3)CC2)n1 | -1
O=C(c1ccccc1F)N1CCN(c2ccc(-c3cccnc3)nn2)CC1 | -16&-8
COc1ccc(CC(=O)N2CCN=C2SCc2ccc(Cl)c(Cl)c2)cc1OC | -12
N#CC(C#N)=C(/C=C/c1cccs1)C1CC1 | 42*
O=C(Cc1c[nH]c2ccccc12)N1CCC(Oc2ncccc2Br)CC1 | 6
COc1ccc(/C=C/C(=O)c2c(C)cc(C)cc2C)cc1 | 19
Cc1c(C(=O)NCC2CCCN2c2nccs2)cnn1-c1ccccc1 (stereo not drawn) | 6
Cn1cc(OCc2ccc(F)cc2)c(=O)cc1C(=O)N1CCN(Cc2ccc3c(c2)OCO3)CC1 | -8
CSc1cccc(NC(=NS(=O)(=O)c2ccccc2)NN)c1 | 1
O=S(=O)(NN=Cc1ccc(F)cc1)c1ccccc1 | -12
O=C(Cc1ccc(F)cc1)N(Cc1cccnc1)c1nc2ccc(Cl)cc2s1 | -2
COc1ccccc1Cn1cc(C(=O)c2ccc(C)c(C)c2)c(=O)c2cc3c(cc21)OCCO3 | 6
Cc1nc2ccccn2c1C(O)=C1C(=O)C(=O)N(CCN(C)C)C1c1ccco1 (stereo not drawn) | -8
Cc1cc2ncc(CCCNC(=O)Cc3cn(C)c4ccccc34)cn2n1 | 2
CC(=NNc1nc(N2CCOCC2)nc(N2CCOCC2)n1)c1cccc([N+](=O)[O-])c1 | -10
Cc1nnc(NC(=O)CSc2nnc3ccc(-c4ccco4)nn23)s1 | -7
Cc1onc(-c2ccccc2Cl)c1C(=O)NCC(c1ccsc1)N(C)C (stereo not drawn) | 9
COc1ccc(S(=O)(=O)N2CCN(C(=O)c3cnn4c3CCCC4)CC2)cc1C(N)=O | -6
Cc1ccc(N2C[C@@H](c3nc(-c4ccc5c(c4)OCO5)no3)CC2=O)cc1F | -6
O=C(NCCCCN1CCCC1)c1cnc2ccccc2n1 | 0
CN(C)c1ccc(C(=O)NNc2nc3c(Cl)cccc3s2)cc1 | 14
Cc1cc(N2CCC(NC(=O)c3ccc4ncsc4c3)CC2)n[nH]1 | -7
O=C(NCc1cccs1)C(=O)NCC(O)c1ccc2c(c1)CCO2 (stereo not drawn) | -19
O=C(NCc1ccc(F)cc1)N1CCCC(c2nnc(-c3ccc4c(c3)OCO4)o2)C1 (stereo not drawn) | -5&11
COCC(=O)N1CCCc2ccc(NS(=O)(=O)C(C)C)cc21 | -25

The list goes on (two carried over from the part before).
Compound | PriA SSB inh
O=C(NCc1ccc(F)cc1)N1CCCC(c2nnc(-c3ccc4c(c3)OCO4)o2)C1 (stereo not drawn) | -5&11
COCC(=O)N1CCCc2ccc(NS(=O)(=O)C(C)C)cc21 | -25
CCOP(=O)(C(NC(=O)c1ccccc1)=C(Cl)Cl)c1ccccc1 (stereo not drawn) | -13
O=C(Cc1cccc2ccccc12)NC1CCCC(OC(=O)Nc2ccccc2)C1 (stereo not drawn) | -10
COCC(=O)N1CCCc2ccc(N)cc21 | 16
Cc1cc(=O)n(CC(=O)Nc2ccc(C)c(Cl)c2)cn1 | -14
Cc1nc2ccc(NC(=O)c3cccnc3)cc2c(=O)n1-c1ccc(F)cc1 | 7
CC(=O)N1CCc2cc(S(=O)(=O)N3CCN(c4ccc5nnc(C)n5n4)CC3)ccc21 | -7&9
O=C(O)c1ccc(-n2c(O)c(C=C3C=Nc4ccccc43)c(=O)[nH]c2=O)cc1 | -9
CCSc1cccc(C(=O)Nc2ccc3nc(C)sc3c2)c1 | -13&-9
CCOc1ccc(C)cc1S(=O)(=O)NCCCn1ccnc1-c1ccccc1 | 4
O=C(Cn1c(-c2ccncc2)nc2ccccc21)Nc1ccccc1F | -26
O=C(NCCn1nc(-n2cccn2)ccc1=O)c1ccno1 | -4
COc1ccc(NC(=O)CSc2nc3c(cnn3-c3ccc(S(N)(=O)=O)cc3)c(=O)[nH]2)cc1 | -5
CN(C)c1nc(N2CCOCC2)ncc1NC(=O)c1ccc(Cl)cc1Cl | -14
Cc1cc(C(=O)Nc2nc3c(F)cccc3s2)no1 | 7
CCC(=O)Oc1ccc(N2C(=O)c3ccccc3C2=O)cc1 | -10
Cc1ccc(C(=O)CSc2nnc3ccc4ccccc4n23)cc1C | -16&-7
COc1cc(C=NNc2nc(=O)[nH]nc2C)ccc1O | -2
